# HRas wt GTP bind: modulators of GTP binding to HRas wildtype, primary screen, biochemical, bead-based flow cytometry, multiplex; GST-Ras wt beads, Bodipy-FL-GTP binding; actives lie on both sides; GTP binding activity, % at 10 µM; 190,000 compounds, 0.14% hits; AID 759, 2007;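 active = GTP binding activity at least 20% away from the 100% baseline, either lowered as inhibitor or raised as activator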;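 also: 0% = unlabeled GTP competition control and 100% = no-compound control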
# Target sequence (P01112 whole entry, looked up): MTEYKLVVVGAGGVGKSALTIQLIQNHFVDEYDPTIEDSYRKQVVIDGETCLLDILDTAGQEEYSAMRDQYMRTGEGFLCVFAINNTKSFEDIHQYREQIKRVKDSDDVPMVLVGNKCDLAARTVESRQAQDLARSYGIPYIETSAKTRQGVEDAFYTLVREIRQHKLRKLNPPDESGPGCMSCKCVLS
# Rab7 wt GTP bind: modulators of GTP binding to Rab7, primary screen, biochemical, wildtype, multiplex bead flow cytometry; Rab7 GTPase wild type (dog), Bodipy-FL-GTP binding; GST-Rab7 beads, fluorescent GTP binding; actives lie on both sides; untreated = 100%, excess cold GTP = 0%; GTP binding activity (percent of control), % at 10 µM; 190,000 compounds, 0.055% hits;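 active = fluorescent GTP binding to Rab7 beads changed by at least 20 points from the 100% baseline, either direction, mostly lower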;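 also: median green fluorescence of bound Bodipy-FL-GTP per Rab7 bead population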
# Rac1 act GTP bind: GTP binding modulators of activated mutant Rac1, primary screen, biochemical, bead-based flow cytometry, multiplex, fluorescent GTP. Ras-related C3 botulinum toxin substrate 1 (Homo sapiens), P63000. GST-Rac1 activated beads; actives lie on both sides; 100% means binding = to untreated wells. percent activity (GTP binding), % at 10 µM. 190,000 compounds, 0.11% hits. AID 764, 2007;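 active = GTP binding at least 20 percentage points away from the 100% baseline, in either direction, so actives lie on both sides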
# GSH fluor: compound fluorescence on glutathione beads, profiling panel, artefact control, biophysical, 488/530 nm, flow cytometry; AID 1776, 2009; 190,000 compounds, 0.25% hits; GSH beads flow cytometry, compound fluorescence 488/530 nm; stronger effect = higher value; fluorescence (KMESF) at 10 µM; in the data active = fluorescence above about 89;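 also: glutathione beads carrying GST-tagged Bcl family fusion proteins plus one bare bead set; values are compound well signal with DMSO vehicle wells as background; inactives centre near 16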
# Mcl1-Bid inh: Mcl-1/Bid binding inhibitors, primary screen, biochemical, TR-FRET, 1536-well; Induced myeloid leukemia cell differentiation protein Mcl-1 (Homo sapiens), Q07820; inhibition, % at 21.7 µM; AID 1021, 2008; TR-FRET Mcl-1/Bid-Dy647 peptide binding; 220,000 compounds, 0.97% hits;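 active = compounds that cut the binding signal by more than half at the single screening dose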;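 also: His-tagged Mcl-1 with europium anti-His antibody binding Bid BH3 peptide; 0% = Mcl-1 plus peptide wells and 100% = peptide-only wells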
# Target sequence (Q07820 whole entry, looked up): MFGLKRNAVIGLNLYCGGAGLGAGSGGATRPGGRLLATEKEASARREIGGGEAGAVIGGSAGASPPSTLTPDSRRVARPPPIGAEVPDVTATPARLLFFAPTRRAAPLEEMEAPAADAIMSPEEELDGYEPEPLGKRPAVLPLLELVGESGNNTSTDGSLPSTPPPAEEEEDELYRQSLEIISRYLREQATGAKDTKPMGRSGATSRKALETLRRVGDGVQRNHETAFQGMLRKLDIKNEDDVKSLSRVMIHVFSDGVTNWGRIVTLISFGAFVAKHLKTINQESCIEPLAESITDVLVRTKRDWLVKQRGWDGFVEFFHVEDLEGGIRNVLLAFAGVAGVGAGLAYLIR
# Avidin bead fluor: green autofluorescence of compounds with avidin beads – biophysical, 488/530 nm, flow cytometry, artefact control, profiling panel. compound fluorescence 488/530 nm; stronger effect = higher value. fluorescence (KMESF) at 10 µM. 220,000 compounds, 0.38% hits; in the data active = fluorescence above about 47; also: inactives centre near 10
# Mcl1 Noxa PPI: Mcl-1/Noxa binding inhibitors, primary screen, biochemical, TR-FRET, 1536-well; Induced myeloid leukemia cell differentiation protein Mcl-1 (Homo sapiens), Q07820; TR-FRET Mcl-1/Noxa peptide binding, 2 h; inhibition, % at 21.7 µM; 220,000 compounds, 1.5% hits;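 active = compounds that cut the protein-peptide binding signal by more than 50% relative to plate controls in a single-dose test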;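 also: His-tagged Mcl-1 with rhodamine Noxa BH3 peptide and terbium anti-His antibody; 0% = Mcl-1 plus Noxa peptide wells and 100% = peptide-only wells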
# Cdc42 wt GTP: modulators of GTP binding to wildtype Cdc42, primary screen, biochemical, multiplex bead flow cytometry, Bodipy-GTP | Cell division control protein 42 homolog (Homo sapiens), P60953 | GST-Cdc42 beads; actives lie on both sides | percent activity (GTP binding), % at 10 µM | 190,000 compounds, 0.2% hits;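 active = percent activity GTP binding at least 20 points away from the 100% baseline, either down as inhibitor or up as activator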;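 also: median bead fluorescence of bound Bodipy-FL-GTP at 100 nM; 0% = excess unlabeled GTP control and 100% = no compound control; below 100% means less GTP binding so inhibitor and above means activator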
# Target sequence (P60953 whole entry, looked up): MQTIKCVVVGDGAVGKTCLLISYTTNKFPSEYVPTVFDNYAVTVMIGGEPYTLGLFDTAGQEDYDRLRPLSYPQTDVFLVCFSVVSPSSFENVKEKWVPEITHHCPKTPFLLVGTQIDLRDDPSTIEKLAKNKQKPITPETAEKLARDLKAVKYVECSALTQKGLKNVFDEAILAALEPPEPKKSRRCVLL
# Pf gametocyte: late stage P. falciparum gametocyte viability inhibitors, primary screen, ATP luminescence, HTS; P. falciparum stage V gametocytes, 24 h; inhibition, % at 10.9 µM; 150,000 compounds, 0.065% hits; AID 743093, 2013;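 active = inhibition above the mean plus 3 SD of compounds within the control limits, set per campaign, cut at about 38% in these data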;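 also: 0% = DMSO wells and 100% = medium only without gametocytes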
# Rac1 wt GTP bind: wildtype Rac1 GTP binding modulators, primary screen, biochemical, GST-Rac1 beads, flow cytometry, multiplex; GTP binding activity (% of control), % at 10 µM; fluorescent GTP binding; actives lie on both sides; 0 = cold GTP competed, 100 = untreated; 190,000 compounds, 0.27% hits;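 active = GTP binding activity at least 20 points away from the 100% control level, either lower or higher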
# Rab2A wt mod: modulators of GTP binding to Rab2A wildtype, primary screen, biochemical, dog, bead-based flow cytometry, multiplex. GTP binding activity, % at 10 µM. Ras-related protein Rab-2A (Canis lupus familiaris), P61105. 190,000 compounds, 0.19% hits. GST-Rab2 wt beads, Bodipy-GTP binding;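 active = GTP binding activity at least 20 points away from 100%, either lowered or raised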;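 also: 0% = beads with excess unlabeled GTP and 100% = no-compound control corrected for plate trend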
# Starred values were filed as active, the others as inactive; · = not tested or not shown; & = joins results of further samples. Hits appear at their usual frequency, and some 3% of all compounds hit somewhere here.
SMILES,HRas wt GTP bind,Rab7 wt GTP bind,Rac1 act GTP bind,GSH fluor,Mcl1-Bid inh,Avidin bead fluor,Mcl1 Noxa PPI,Cdc42 wt GTP,Pf gametocyte,Rac1 wt GTP bind,Rab2A wt mod
COCC(=O)Nc1nc2n(n1)C(c1ccc(Cl)cc1)CC(c1ccc(OC)cc1)N2 (stereo not given),96,94,94,56,-22,7,5,97,·,92,93
COc1ccc(-c2nc3c(c(=O)c4ccccc4n3C)c(=O)n2Cc2ccccc2)cc1,96,101,98,18,-30,17,-18,96,20,98,97
O=C1CCCC(O)=C1N=Nc1ccc2c(c1)OCO2,98,97,98,12,-24,9,17,104,7,103,97
C[C@]12CC[C@@H]3c4ccc(OS(=O)(=O)O)cc4CC[C@H]3[C@@H]1CCC2=O,100,96,99,22,-13,11,9,101,·,104,99
COc1ccc2nc(NC(=O)Cc3cccs3)sc2c1,101,98,100,5,-25,5,17,106,·,109,101
CCCC(=O)c1c[nH]c(C(=O)NCc2cccnc2)c1,100,97,98,19,-17,7,7,101,10,100,98
CCC1CCc2c(sc(NC(=O)C3CC=CCC3C(=O)O)c2C#N)C1 (stereo not given),96,91,88,5,-5,2,40,97,-28,96,93
COc1cc(OC)c(CN2CCCCCCC2)cc1Br,98,95,97,23,9,11,12,101,·,100,96
COc1ccccc1-n1cc(C(=O)NCC(=O)NCc2ccc(F)cc2)c2ccccc2c1=O,100,109,100,10,-18,12,9,103,6,106,105
O=C(c1ccco1)N1CCCN(Cc2nc(Cc3ccccc3)no2)CC1,96,98,95,54,-20,10,-1,96,14,97,97
N/C(=N\OC(=O)CC1CCCCC1)c1cccc([N+](=O)[O-])c1,100,98,100,9,-7,14,12,101,3,101,100
CCCC(c1nnnn1Cc1ccco1)N1CCN(c2cc(Cl)ccc2C)CC1 (stereo not given),104,107,102,12,12,12,21,103,-41,111,104
c1c2c(cc3sc(N4CCOCC4)nc13)OCCO2,98,96,96,38,9,11,2,103,-13,104,98
O=C(CCCn1c(=S)[nH]c2ccc(Br)cc2c1=O)NCC1CCCO1 (stereo not given),95,93,94,8,-47,8,3,92,16,96,95
CC(=O)C1=C(O)C(=O)N(CCCn2ccnc2)C1c1ccc(C)cc1 (stereo not given),98,96,97,33,6,11,17,95,5,101,98
C=CCNCc1cccn1-c1ccccc1,102,101,99,12,37,7,21,98,·,100,102
CCOc1ccc(NC(=O)CN2CC(c3ccccc3)CC2=O)cc1 (stereo not given),95,96,96,27,-7,7,3,96,·,95,97
COc1ccc(-n2c(Cc3cccn3C)nnc2SCC(=O)Nc2nccs2)cc1,104,103,100,14,-13,23,-2,101,·,104,101
CCCCNC(=S)NNC(=O)c1csc(CC)c1,94,90,90,16,-36,4,7,88,·,94,93
COc1ccc(Cl)cc1N1C(=O)C2CCCN2C1c1cccc(F)c1 (stereo not given),98,99,98,22,-34,8,29,101,·,105,98
O=C(NNc1cccc(Cl)n1)Nc1ccccc1Cl,101,102,98,25,-19,3,5,100,·,101,98
c1ccc(Cn2nnc3c(NCc4ccc5c(c4)OCO5)nc(C4CC4)nc32)cc1,97,100,95,16,52*,8,-26,98,-27,98,96
COc1cc(NC(=S)NC(=O)c2ccccc2C)ccc1NC(=O)c1cccs1,98,97,94,28,1,13,15,96,7,92,98
CCOC(=O)c1ccc(NC(=S)N(Cc2cccnc2)Cc2ccco2)cc1,95,95,94,11,-26,24,11,97,16,97,96
Cn1cc(S(=O)(=O)N2CCN(c3ccccc3)CC2)c(=O)n(C)c1=O,104,101,103,18,-38,5,-14,104,·,108,102
O=C(NCC1CCCN(Cc2ccc3nonc3c2)C1)c1cccc(C(F)(F)F)c1 (stereo not given),97,96,96,11,-5,12,2,101,14,98,97
CCC1CCCCN1C(=O)c1cccc(S(=O)(=O)Nc2cc(C(F)(F)F)ccc2Cl)c1 (stereo not given),99,101,98,9,6,13,31,96,·,98,96
N#CC(C(=O)NCc1ccccc1)c1nc2ccccc2nc1N1CCCC1 (stereo not given),99,97,99,16,5,11,16,101,·,100,97
CCc1c(C)nc(SCC(=O)Nc2cccc(Br)c2)[nH]c1=O,98,99,95,24,1,28,10,99,·,101,94
O=[N+]([O-])c1ccccc1NCc1ccccc1Cl,92,98,91,13,3,8,-5,89,-5,91,91
COc1cc(SC)ccc1C(=O)NCCOc1ccccc1Cl,102,98,100,23,-9,11,15,103,·,100,102
CN1CCN(CC(=O)Nc2ccccc2[N+](=O)[O-])CC1,102,100,101,11,-6,10,1,102,-25,102,99
Cn1c(=O)c(C(=O)c2ccccc2)nc2ccccc21,103,101,99,16,6,9,1,104,·,103,101
O=C1CCC(C(=O)NCCCn2ccnc2)N1 (stereo not given),98,98,95,17,-16,33,-9,99,·,99,97
Cc1cc(=O)[nH]c(SCC(=O)N2c3ccccc3CC2C)n1 (stereo not given),96,94,90,35,-12,14,-3,97,·,95,94
CC(C)OP(=O)(c1ccc(N(C)C)cc1)C(O)c1ccncc1 (stereo not given),100,99,100,22,-29,28,10,102,5,101,98

# Record cards, from the list above.
# CCOC(=O)c1ccc(NC(=S)N(Cc2cccnc2)Cc2ccco2)cc1 is listed as HRas wt GTP bind = 95; Rab7 wt GTP bind = 95; Rac1 act GTP bind = 94; GSH fluor = 11; Mcl1-Bid inh = -26; Avidin bead fluor = 24; Mcl1 Noxa PPI = 11; Cdc42 wt GTP = 97; Pf gametocyte = 16; Rac1 wt GTP bind = 97; Rab2A wt mod = 96
# N#CC(C(=O)NCc1ccccc1)c1nc2ccccc2nc1N1CCCC1 (stereo not given) is listed as HRas wt GTP bind = 99; Rab7 wt GTP bind = 97; Rac1 act GTP bind = 99; GSH fluor = 16; Mcl1-Bid inh = 5; Avidin bead fluor = 11; Mcl1 Noxa PPI = 16; Cdc42 wt GTP = 101; Pf gametocyte = ·; Rac1 wt GTP bind = 100; Rab2A wt mod = 97

# Among those listed so far, these have a Cl atom.
SMILES,HRas wt GTP bind,Rab7 wt GTP bind,Rac1 act GTP bind,GSH fluor,Mcl1-Bid inh,Avidin bead fluor,Mcl1 Noxa PPI,Cdc42 wt GTP,Pf gametocyte,Rac1 wt GTP bind,Rab2A wt mod
COCC(=O)Nc1nc2n(n1)C(c1ccc(Cl)cc1)CC(c1ccc(OC)cc1)N2 (stereo not given),96,94,94,56,-22,7,5,97,·,92,93
CCCC(c1nnnn1Cc1ccco1)N1CCN(c2cc(Cl)ccc2C)CC1 (stereo not given),104,107,102,12,12,12,21,103,-41,111,104
COc1ccc(Cl)cc1N1C(=O)C2CCCN2C1c1cccc(F)c1 (stereo not given),98,99,98,22,-34,8,29,101,·,105,98
O=C(NNc1cccc(Cl)n1)Nc1ccccc1Cl,101,102,98,25,-19,3,5,100,·,101,98
CCC1CCCCN1C(=O)c1cccc(S(=O)(=O)Nc2cc(C(F)(F)F)ccc2Cl)c1 (stereo not given),99,101,98,9,6,13,31,96,·,98,96
O=[N+]([O-])c1ccccc1NCc1ccccc1Cl,92,98,91,13,3,8,-5,89,-5,91,91
COc1cc(SC)ccc1C(=O)NCCOc1ccccc1Cl,102,98,100,23,-9,11,15,103,·,100,102

# Next part
SMILES,HRas wt GTP bind,Rab7 wt GTP bind,Rac1 act GTP bind,GSH fluor,Mcl1-Bid inh,Avidin bead fluor,Mcl1 Noxa PPI,Cdc42 wt GTP,Pf gametocyte,Rac1 wt GTP bind,Rab2A wt mod
CC(C)c1nc(C(=O)N2CCCC(CCC(=O)N(C)CCc3ccccn3)C2)cs1 (stereo not given),91,90,94,14,-5,10,1,96,10,91,95
CC12CCC(C(=O)O)(C/C1=N\O)C2(C)C (stereo not given),101&103,100&102,100&100,31&19,-40&-8,13&41,30&-8,101&104,10,104&103,102&102
CCOc1ccc(CCNC(=O)C2CCN(c3nn4c(=O)cc(C)nc4s3)CC2)cc1OCC,101,101,98,25,-14,39,16,100,·,104,102
CC1(c2ccccc2)CC(C)(C)N2C(=O)Cc3cccc1c32 (stereo not given),95,100,94,10,-2,24,-6,96,·,93,93
CC(C)CNC(=O)COc1ccc(Sc2ccc(OCC(=O)NCC(C)C)cc2)cc1,102,101,103,12,-5,7,-16,101,-10,103,101
c1ccc2c(-n3cnnn3)cccc2c1,101,97,100,17,3,8,-4,106,15,108,98
O=C1CC2c3ccccc3C1C1C(=O)N(Cc3ccccc3)C(=O)C21 (stereo not given),99,101,98,25,5,10,10,99,-14,99,99
COc1ccc(NC(=O)c2cc(-c3cccs3)on2)cc1OC,99,100,98,23,-4,23,19,101,8,104,98
C=CCNC(=O)c1cccn1-c1ccsc1C(=O)OC,100,96,98,10,-25,13,5,99,25,100,98
COc1ccc(CC(=O)NCc2nnc(SCCOc3ccccc3)n2C)cc1,100,104,99,34,-6,8,27,101,·,100,101
S=c1[nH]nc(C2CCCCC2)n1/N=C/C=C/c1ccccc1,101,101,97,23,-40,8,5,101,23,99,101
CCn1c(COc2ccc3c(c2)OCO3)nnc1SCC(=O)c1ccccc1,101,101,97,32,13,11,14,101,·,102,101
COC(=O)N/N=C(\C)c1ccc(-n2ccnc2)cc1,97,96,98,12,-7,10,5,99,-14,99,97
Cc1cc(C(=O)N/N=C/c2cc(Br)cc(Br)c2OC(=O)c2cccc(F)c2)n[nH]1,97,100,95,22,-11,9,32,93,·,97,94
Cc1cc(CSc2ccccc2)ccc1NC(=O)c1ccc(CN2CCOCC2)cc1,102,100,101,11,-11,4,-8,104,-20,107,101
O=C(Nc1ccccc1)c1cc2ccccc2o1,99,94,99,15,-4,7,-13,100,·,100,100
COCCNC(=S)c1ccc(Br)cc1,100,99,94,20,-24,8,1,99,16,106,98
COc1ccc(Cn2c(=O)[nH]c3cc(C(=O)NCCCN4CCCCC4)ccc3c2=O)cc1,105,107,101,11,-10,9,9,106,·,112,105
CCOC(=O)c1ccc(NC(=S)NCCC2=CCCCC2)cc1,100,100,98,10,-26,4,12,99,3,100,100

# Source: PubChem BioAssay (several laboratories)
